Screens as filed in PubChem.
S100A4 inh HTS: inhibitors of human S100A4 binding to myosin IIA peptide. P26447. S100A4/TAMRA-MyoIIA peptide fluorescence polarization. inhibition, % at 10.7 µM. actives 0.14% (n = 360,000). AID 652163;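 active means mean inhibition of at least 70% across replicates, with every replicate also reaching that level; inconclusive means mean inhibition reaches 70% but some replicates fall short; inactive means mean inhibition below 70%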
Target sequence (P26447 whole entry, looked up): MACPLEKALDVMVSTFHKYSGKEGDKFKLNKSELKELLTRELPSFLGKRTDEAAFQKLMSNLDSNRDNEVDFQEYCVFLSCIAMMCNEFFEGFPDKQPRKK
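Test system – S100A4 monomer (human) · Compound – single-point compound testing · Schedule – 5 min incubation before reading · Probe or stimulus – TAMRA-labelled myosin IIA heavy-chain peptide probe, 5 nM · Benchmarks – neutral control DMSO, positive control TFP · Medium – Calcium-containing HEPES buffer, pH 7.2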
FN deposition inh: fibronectin deposition inhibition. AH1F fibroblasts, Alexa488-fibronectin deposition fluorescence, overnight. inhibition, % at 12.6 µM. actives 0.086% (n = 350,000). AID 743247;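 active means mean inhibition across replicates of 30% or more, regardless of how many single replicates reach that level; inconclusive means mean under 30% yet at least half of replicates reach 30%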;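 further: positive control wells lacked labelled fibronectin entirely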
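Measured by – fluorescence 485/525 nm · System – AH1F fibroblast monolayer, labelled fibronectin deposition · Amount – 10000 cells per well · Buffer or medium – serum-reduced DMEM (2% serum) · Doses – single dose, pinned · Also added – fluorescent fibronectin at 24 nM final · Schedule – 1 h cell attachment, overnight exposure to compound and label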
EWS-Fli inh: blocks EWS/Fli oncoprotein-driven transcription; A673 NR0B1-luciferase reporter, viability-normalised; inhibition, % at 12.6 µM; actives 0.67% (n = 350,000); AID 651661;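 active means mean inhibition of at least 50% after viability correction, with every replicate also passing that limit; inconclusive means mean reaches 50% but only one of two replicates passes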;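 further: firefly luciferase signal divided by Alamar Blue viability fluorescence both relative to DMSO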
RAD52 anneal inh: blocks human RAD52 DNA annealing; P43351; recombinant RAD52 DNA annealing, FRET fluorescence; inhibition, % at 18.7 µM; actives 0.46% (n = 360,000); AID 651710;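 active means every replicate showing at least 50% inhibition; inconclusive means mean inhibition at least 50% but not in every replicate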
RAD54 inh: inhibitors of human RAD54 branch migration. Q92698. RAD54 Holliday junction branch migration, FAM/BHQ fluorescence. inhibition, % at 10.4 µM. actives 0.14% (n = 360,000). AID 602329;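 active means mean normalized replicate activity at least 40 and at least half of replicates scoring 40 or more; inconclusive means only one of the two criteria met; inactive means mean below 40 and under half of replicates reaching 40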;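 further: 0% = median of neutral control wells and 100% = median of positive control wells; inhibitors cause a drop in the FAM fluorescence signal; in these data hits start at about 50%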
Target sequence (Q92698 whole entry, looked up): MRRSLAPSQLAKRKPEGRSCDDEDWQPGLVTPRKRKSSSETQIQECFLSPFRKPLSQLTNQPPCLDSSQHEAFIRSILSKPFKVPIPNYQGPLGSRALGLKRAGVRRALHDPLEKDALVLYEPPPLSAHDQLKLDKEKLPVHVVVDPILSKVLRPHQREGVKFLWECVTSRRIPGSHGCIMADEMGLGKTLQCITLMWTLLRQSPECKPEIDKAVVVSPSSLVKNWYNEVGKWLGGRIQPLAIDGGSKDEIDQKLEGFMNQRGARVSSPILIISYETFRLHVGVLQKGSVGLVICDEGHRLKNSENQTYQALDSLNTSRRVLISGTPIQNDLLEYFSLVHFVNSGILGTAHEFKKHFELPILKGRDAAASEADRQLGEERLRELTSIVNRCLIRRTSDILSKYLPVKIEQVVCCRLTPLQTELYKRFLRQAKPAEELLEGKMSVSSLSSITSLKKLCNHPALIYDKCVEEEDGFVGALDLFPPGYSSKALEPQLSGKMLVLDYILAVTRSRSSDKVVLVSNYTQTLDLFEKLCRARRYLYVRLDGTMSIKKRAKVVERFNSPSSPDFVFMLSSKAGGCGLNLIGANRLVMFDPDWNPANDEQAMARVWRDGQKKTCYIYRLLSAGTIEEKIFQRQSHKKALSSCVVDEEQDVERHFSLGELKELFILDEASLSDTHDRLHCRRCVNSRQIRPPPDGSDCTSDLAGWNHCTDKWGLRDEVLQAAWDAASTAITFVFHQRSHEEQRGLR
E-selectin induc: E-selectin induction on HUVECs. P16581. HUVEC E-selectin immunofluorescence imaging; normalized: neutral wells 0, TNF-alpha wells 100. activation, % at 7.58 µM. actives 0.37% (n = 260,000);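 active means mean E-selectin-positive cell signal at least 10% of the positive control, reached in at least 60% of replicates, without over 20% cell loss; inconclusive means no rule given, readout overlaps actives, possibly toxicity-flagged; inactive means the rest, including those meeting only one limit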;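 further: in these data hits start at about 27%; measured in HUVEC primary endothelial cells; signal is the percent of cells scored E-selectin positive by PE staining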
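Assay system: HUVEC, human umbilical vein endothelial cells / Amount: 3,000 HUVEC/well / Controls: TNF-alpha positive control, DMSO neutral control / Compound dosing: single concentration / Medium: EGM-2 over gelatin coat / Evaluation: percent E-selectin-positive cells / Signal: immunofluorescence imaging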
Xi reactivation: X-chromosome reactivation activator. activation, % at 7.58 µM. AID 743238. XiGFP mouse fibroblasts, % GFP-positive cells imaging, 3 d; cells co-treated with 5-aza-dC sensitizer; scaled so ellipticine positive control = 100%. actives 0.055% (n = 360,000);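 active means mean normalized replicate activation at least 10% and every replicate at or above 10%; inconclusive means only one of the two criteria met; inactive means mean below 10% and not all replicates reach 10%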;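 further: 0% = median of on-plate neutral control wells and 100% = ellipticine 6 µM median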
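Material: XiGFP fibroblasts, SV40-immortalized; Buffer or medium: DMEM containing 5-aza-dC; Compound dosing: single point; Times: 3 days compound exposure.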
esBAF inh: SWI/SNF esBAF complex inhibition | mouse ES cells, Bmi1-luciferase knock-in reporter, 24 h; 100% = twice the neutral-well signal | reporter increase, % at 12.5 µM | actives 2% (n = 350,000) | AID 602393; in the data active means activation above about 40%; inconclusive means no clear call, values can overlap the other calls;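 further: 0% = median of the plate's neutral control wells and 100% = double that signal; a rise in the Bmi1 reporter signal indicates esBAF inhibition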
The depositor's hits bear a star; ? = inconclusive; / = not tested or not shown.

smiles	S100A4 inh HTS	FN deposition inh	EWS-Fli inh	RAD52 anneal inh	RAD54 inh	E-selectin induc	Xi reactivation	esBAF inh
CCOc1ccccc1C(=O)N1CCN(c2ccc(C(F)(F)F)cn2)CC1	3	-20	22	0	3	/	0.0	4
C[C@H](CO)N1C[C@H](C)[C@@H](CN(C)C)Oc2ncc(-c3ccccc3F)cc2C1=O	4	2	-9	10	7	-0.1	-1.0	-2
C[C@H]1CN([C@@H](C)CO)C(=O)Cc2cc(NS(=O)(=O)c3cn(C)cn3)ccc2O[C@@H]1CN(C)CC1CC1	-4	6	-9	4	6	0.0	1.1	-6
O=C1C(=Cc2cccc(O)c2O)SC(=S)N1CCCN1CCOCC1	1	4	4	3	-10	/	-0.2	-2
COc1ccc(S(=O)(=O)N2CCCCCC2)cc1NC(=O)c1c2c(nc3ccccc13)CCN(Cc1ccccc1)C2	/	-1	/	/	4	-0.9	0.1	/
COCC(=O)Nc1ccc2c(c1)OC[C@H](C)N(C(=O)NC(C)C)C[C@@H](C)[C@@H](OC)CN(C)C2=O	11	/	-6	-10	-4	0.2	-0.2	0
O=NN1CCN(c2ccncc2S(=O)(=O)N2CCCCC2)CC1	-11	3	4	-12	4	-0.1	0.2	1
O=C(CCCc1ccccc1)Nc1cccc(C(=O)O)c1	-2	33*	?	-21	/	/	0.2	/
O=C(CCC1CCCCC1)Nc1nccs1	3	-11	-58	-4	-5	/	0.1	16
COc1ccc(-c2nc(CS(=O)CC(=O)NCCC3=CCCCC3)c(C)o2)cc1 (stereo not given)	-4	0	-43	-10	14	/	0.4	29
CN(C(=O)CSc1cccc[n+]1[O-])c1ccccc1	-1	-7	2	-4	0	0.8	0.0	-9
COCC(=O)N1[C@@H](C#N)[C@@H](c2ccc(C3=CCCCC3)cc2)[C@@H]1CO	1	-2	-6	-1	-5	0.2	0.0	1
O=C(C[C@@H]1CC[C@H]2[C@@H](COC[C@H](O)CN2S(=O)(=O)c2cccc(Cl)c2)O1)NCCCN1CCOCC1	5	-9	/	5	0	0.0	0.2	-2
N/C(=N\OC(=O)c1ccc2ccccc2c1)c1ccccc1Cl	-3	/	-90	-3	2	1.1	0.0	65*
O=C(O)c1c[nH]c2ccc([N+](=O)[O-])cc2c1=O	-16	-28	5	-5	-5	-0.1	0.0	-6

Record cards, as listed above.
Results for `COCC(=O)N1[C@@H](C#N)[C@@H](c2ccc(C3=CCCCC3)cc2)[C@@H]1CO` : S100A4 inh HTS = 1; FN deposition inh = -2; EWS-Fli inh = -6; RAD52 anneal inh = -1; RAD54 inh = -5; E-selectin induc = 0.2; Xi reactivation = 0.0; esBAF inh = 1
Results for `COc1ccc(S(=O)(=O)N2CCCCCC2)cc1NC(=O)c1c2c(nc3ccccc13)CCN(Cc1ccccc1)C2` : S100A4 inh HTS = /; FN deposition inh = -1; EWS-Fli inh = /; RAD52 anneal inh = /; RAD54 inh = 4; E-selectin induc = -0.9; Xi reactivation = 0.1; esBAF inh = /

(next part)
smiles	S100A4 inh HTS	FN deposition inh	EWS-Fli inh	RAD52 anneal inh	RAD54 inh	E-selectin induc	Xi reactivation	esBAF inh
COc1cccc(C(=O)NCCS(=O)(=O)NCCCc2ccccc2)c1	-3	9	1	-8	2	0.0	-0.1	-3
COc1ccc(C(=O)NCCSCc2cccc(Cl)c2)cc1OC	-2	-1	-24	-8	-7	-0.1	0.1	10
Cc1cc(NC(=O)COC(=O)/C=C/c2ccc(C)o2)no1	14	0	2	-11	2	/	-0.1	-6
Cc1cccc(NC(=O)c2cccc(N3C(=O)C4CCC(C)CC4C3=O)c2)c1C (stereo not given)	-7	7	8	-3	5	/	0.2	/
Cc1ccc2ccccc2c1C(O)c1ncc(-c2ccc(F)cc2)[nH]1 (stereo not given)	6	5	14	-40	1	0.3	-0.1	-2
COc1ccc(S(=O)(=O)NC2CCN(Cc3ccc(OCCO)cc3)CC2)cc1	-10	/	-7	25	-30	/	/	/
COc1ccc(-c2nnc(SCC(=O)O)n2Cc2ccccc2)cc1	-4	2	7	5	-1	/	-0.2	-6
Cc1ccc(OS(=O)Nc2cccc3nccnc23)cc1 (stereo not given)	-2	/	5	-24	2	/	/	-5
Cc1csc2nc(CNC(=O)C3CCCCC3)cn12	0	5	-27	-10	-8	0.5	-0.1	19
O=S(=O)(Nc1ccc(C(F)(F)F)cc1)c1cccs1	33	2	-3	9	1	0.3	0.0	-6
O=C(NCCNc1ccnc2cc(Cl)ccc12)c1ccccc1F	-7	-2	13	-4	5	-0.3	0.1	-1
Cc1cccc2c1cnn2C(=O)Nc1ccccc1Br	-23	3	-76	-11	-5	0.0	0.1	9
O=C(CN1CCCC1)N1CCCC(c2ccc(F)cc2)c2ccc(F)cc21 (stereo not given)	-3	5	-4	-8	1	-0.5	-0.1	0
COc1cc(NC(=O)CN2CCN(S(=O)(=O)/C=C/c3ccccc3)CC2)cc(OC)c1OC	1	-9	-1	-8	3	/	0.2	2
CC(C)N(Cc1ccccc1)C(=O)CN1C(=O)c2ccccc2C1=O	0	3	-16	-3	0	/	0.0	-8
COc1ccc(C(=O)N/N=C(\C)CC(=O)Nc2ccc(Cl)cn2)cc1	-8	-6	-1	-17	/	2.2	0.1	/
COc1ccc(S(=O)(=O)N(C)C[C@@H]2Oc3cc(C#CC4CC4)ccc3S(=O)(=O)N([C@@H](C)CO)C[C@H]2C)cc1	-6	-5	19	11	5	-0.5	-0.1	7
C#CC(CC)(CC)NC(=O)NC1CCCCC1	-3	8	3	-14	/	/	0.0	/
Cc1ccc(-n2cnc3sc(C)c(C)c3c2=O)cc1	2	-1	-74	-11	-11	0.8	0.3	/
O=C(NCc1ccc(Cl)cc1)C(=O)N/N=C/c1ccc(Br)cc1	1	/	6	11	4	/	0.0	-14
Cc1cccc(C)c1N1CCN(S(=O)(=O)N2CCCCC2)CC1	2	-7	5	-3	-2	/	0.0	-1
c1ccc(Cc2noc(CN3CCN(C4CCc5ccccc5C4)CC3)n2)cc1 (stereo not given)	-11	-3	6	-21	/	?	-0.1	/
C=CCNc1nc2ccccc2nc1NS(=O)(=O)c1cccc(C)c1	-6	6	11	-30	-17	-0.1	0.0	0
CCOC(=O)c1ccc(NC(=S)NCc2cccnc2)cc1	1	4	-5	0	0	/	0.0	45
COc1ccc(NC(=O)Nc2ccc3c(c2)C(=O)N([C@H](C)CO)C[C@@H](C)[C@H](CN(C)C(=O)NC2CCCCC2)O3)cc1	5	/	1	10	-3	-0.2	-0.2	-2
O=C(CCl)N1CCN(C(=O)C2COc3ccccc3O2)CC1 (stereo not given)	4	/	5	-13	3	/	0.1	/
C[C@@H]1CN([C@@H](C)CO)C(=O)c2cc(NS(=O)(=O)c3ccccc3)ccc2O[C@@H](C)CCCCO[C@H]1CN(C)S(=O)(=O)c1ccc(Cl)cc1	-5	-13	9	13	/	0.7	0.5	/
CCNC(=O)C[C@H]1CC[C@H]2[C@@H](COc3ccc(NC(=O)Nc4ccccc4OC)cc3C(=O)N2C)O1	7	-16	12	11	5	0.2	0.6	-4
O=C1CCc2cc(S(=O)(=O)N3CCCC3C(=O)N3CCN(c4ccccc4F)CC3)ccc2N1 (stereo not given)	-9	9	-12	-4	-1	-0.1	0.2	0
Cc1ccc(-c2csc(N(CCO)CCCn3c(C(F)(F)F)nc4ccccc43)n2)cc1	-12	-11	25	-19	-1	1.0	0.0	-2
Cc1ccccc1-c1cnc2c(c1)C(=O)N([C@@H](C)CO)C[C@@H](C)[C@H](CN(C)Cc1cncnc1)O2	-1	/	-7	-1	-3	-0.1	-1.3	0
O=C(NNC(=O)c1cccc2ccccc12)c1ccc(Br)cc1	7	1	-40	-5	15	/	0.1	34
Cc1ccc(S[C@@H](CCN2CC[C@H](C(C)(C)C)CCC2=O)c2ccccc2)cc1	-15	-3	20	-9	2	/	0.1	-2
COc1ccccc1-c1cnc2c(c1)C(=O)N([C@@H](C)CO)C[C@@H](C)[C@@H](CN(C)C(=O)c1ccccc1)O2	/	3	-1	/	-1	-0.1	-0.3	2
c1ccc(CNc2nc3ccccc3n3cnnc23)nc1	-2	4	-19	-11	5	0.3	-0.1	2
COc1ccc(NC(=O)N(C)C[C@H]2Oc3ccc(NC(=O)C4CCCCC4)cc3CC(=O)N([C@@H](C)CO)C[C@H]2C)cc1	-47	6	-5	9	-9	-0.1	-0.6	3
COc1ccc(NC(=O)c2cn(CCC#N)nc2-c2cc3ccccc3o2)cc1	-3	-10	-4	-2	/	-0.1	0.1	-8
COc1cc(SC)ccc1C(=O)NCC1CCCCC1	1	-8	/	-6	4	/	0.2	65*
CCOc1ccc(S(=O)(=O)NCc2ccc(OC)cc2)c2cccnc12	-2	3	6	-8	10	/	0.0	-8
Clc1cccc2c1C1CC2CCN1Cc1ccccc1 (stereo not given)	-7	13	4	-3	/	0.2	-0.1	/
COc1ccccc1S(=O)(=O)N[C@@H]1C=C[C@@H](CC(=O)N2CCN(C)CC2)O[C@@H]1CO	-6	/	1	2	-5	0.1	-0.4	-3
CC(C(=O)NCC1CCCCC1)N(C)Cc1ccc(Br)cc1 (stereo not given)	2	-4	13	-10	4	-0.1	0.0	-4
C[C@H]1CN([C@@H](C)CO)S(=O)(=O)c2ccc(C#Cc3cccnc3)cc2O[C@@H]1CN(C)C(=O)C1CC1	11	3	-8	-13	-1	-0.2	0.7	3
COc1ccccc1-c1ccc([C@@H]2[C@H]3CN(C(=O)c4ccncc4)CCCCN3[C@H]2CO)cc1	6	/	-4	3	8	-0.1	0.0	/
Cc1c(C(=O)N2CCC[C@H]2C(N)=O)oc2c(F)cccc12	-1	-1	-27	-8	1	0.3	0.2	21
COc1ccc(C(=O)OCC(=O)c2ccc(F)cc2)cc1OC	2	6	-10	-12	-6	-0.4	0.0	26
CCOc1ccc(CN2CCN(Cc3ccc(C)o3)CC2CCO)cc1 (stereo not given)	0	1	13	-13	/	0.1	1.4	/
CCCN(CCC)Cc1cc(=O)oc2cc(OC)ccc12	3	9	0	-8	2	0.1	0.2	-2
Cc1noc(C)c1S(=O)(=O)N(C)C[C@H]1Oc2ccc(NC(=O)Cc3cn(C)c4ccccc34)cc2CC(=O)N([C@@H](C)CO)C[C@H]1C	-11	/	-1	-4	7	-7.9	-1.0	0
CO[C@H]1CN(C)C(=O)c2ccc(NC(=O)c3nc4ccccc4s3)cc2OC[C@H](C)N(Cc2ccncc2)C[C@@H]1C	-37	-1	1	-11	-8	-0.2	-0.1	3
